# NOD1 NF-kB reporter: NOD1 signaling inhibitors, primary screen, cell-based, luminescence, uHTS (AID 1578). one-dose inhibition, % at 4 µM; EC50 in µM for titrated hits. NOD1-driven NF-kB luciferase reporter cells, luminescence; higher % means a stronger effect. 1% of 290,000 active; in the data active = inhibition mostly above about 36%, no sharp cut-off; inactive = mostly below about 34%;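 also: HEK-293T reporter cells stimulated with the NOD1 agonist gamma-tri-DAP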
# HIV fusion peptide: cell-free HIV fusion peptide-binding blockers – biochemical, uHTS, fluorescence dequenching, primary screen (AID 1986) | 0.3% of 290,000 active | inhibition, % at 20 µM, or IC50 in µM where a hit was titrated | cell-free peptide binding, fluorescence dequenching, 30 min; higher % means a stronger effect; in the data active = inhibition mostly above about 52%, no sharp cut-off; inactive = mostly below about 76%; also: some results filed as inactive read as strong as hits
# GPR55 LPI antagonism: inhibition of LPI-stimulated GPR55 beta-arrestin translocation – imaging, U2OS, beta-arrestin-GFP, LPI agonist, primary screen (AID 2013) | U2OS GPR55 beta-arrestin-GFP translocation imaging, LPI antagonism; higher % means a stronger effect | inhibition, % at 10 µM, or IC50 in µM where a hit was titrated | 0.13% of 290,000 active;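 active = spots per cell inhibited over 60%, with over 100 cells counted and total cytoplasm intensity under 500,000; inconclusive = wells with under 100 cells, flagged as likely toxic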;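 also: U2OS cells stably carrying GPR55 and arrestin-GFP stimulated by 5 µM LPI near EC80; imaged beta-arrestin-GFP aggregate spots per cell after agonist stimulation; plate controls were LPI-stimulated DMSO wells for no effect and DMSO wells without LPI for full effect; some results filed as inactive read as strong as hits; confirmed hits need IC50 under 10 µM and bright autofluorescent wells are also inconclusive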
# SV40 large T antigen: TAg ATPase/helicase activity blockers – biochemical (AID 1903) | 0.39% of 310,000 active | inhibition, % at 20 µM, or IC50 in µM where a hit was titrated | SV40 large T antigen ATPase/helicase inhibition assay; higher % means a stronger effect; in the data active = a potency from the dose series; inconclusive = inhibition mostly from about 32% at the one dose, without a potency; inactive = the rest, 99 in 100 with inhibition below about 32%; also: strong numbers were not always called active
# KOR beta-arrestin-1: KOR agonists, beta-arrestin recruitment, primary screen, cell-based, luminescence, uHTS (AID 1777); 0.02% of 280,000 active; KOR beta-arrestin recruitment, luminescence; higher % means a stronger effect; activation, % at 10 µM; hits with a dose series show EC50 in µM; in the data active = activation above about 50%, passing the limit was not always enough; also: a part of the inactive calls stands beside numbers as strong as those of hits
# KOR beta-arrestin-2: kappa opioid receptor blockers – cell-based, luminescence, uHTS (AID 1778). one-dose inhibition, % at 10 µM; IC50 in µM for titrated hits. 0.091% of 290,000 active. KOR beta-arrestin recruitment, luminescence, antagonist mode; higher % means a stronger effect; also: strong numbers were not always called active
# HEK293 NOD2/NF-kB: NOD2 signaling inhibitors, cell-based, luminescence, uHTS, HEK293 (AID 1566). HEK293 NOD2/NF-kB luciferase reporter, luminescence; higher % means a stronger effect. inhibition, % at 4 µM; hits with a dose series show EC50 in µM. 0.63% of 290,000 active; also: many of its hits are not listed in these tables
# GPR55 beta-arrestin: selective activators of receptor GPR55 – imaging, U2OS cells, beta-arrestin-GFP redistribution, primary screen (AID 1961); U2OS GPR55 beta-arrestin-GFP redistribution imaging; higher % means a stronger effect; activation, % at 10 µM, or EC50 in µM where a hit was titrated; 0.048% of 290,000 active;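 active = activation above 40% with more than 50 cells counted in the well; inconclusive = wells holding fewer than 50 cells, flagged as toxic or sparse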;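 also: U2OS osteosarcoma cells stably expressing GPR55 and beta-arrestin-GFP; plate controls were DMSO negative control for no effect and LPI positive control for full effect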
# MgcRacGAP inhibition: MgcRacGAP GTPase-activating activity inhibitors, confirmation, biochemical, ADP Hunter fluorescence; MgcRacGAP-stimulated Rac1 GTP hydrolysis, ADP Hunter fluorescence; higher % means a stronger effect; GST-tagged Rac1 F28L mutant substrate; inhibition, % at 30 µM, or IC50 in µM where a hit was titrated; 0.6% of 340,000 active;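 active = first-screen hits whose inhibition reached a set limit at any dose in the follow-up dose series; inconclusive = inhibition above the set first-screen limit but never retested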;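 also: fluorescence reports GDP produced by GAP-driven GTP hydrolysis; strong numbers were not always called active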
# Active calls of the source: *; ? = inconclusive; . = not tested or not shown; & = joins results of further samples; [ ] = another dose, or the depositor's remark. Rule as the data show it, unless noted: active = inhibition above about 50%; inactive = the rest.
SMILES,NOD1 NF-kB reporter,HIV fusion peptide,GPR55 LPI antagonism,SV40 large T antigen,KOR beta-arrestin-1,KOR beta-arrestin-2,HEK293 NOD2/NF-kB,GPR55 beta-arrestin,MgcRacGAP inhibition
O=C(COC(=O)Cc1cccs1)Nc1ccccc1F,30%,-0.3%,3%,7%,2.3%,-20%,-4%,0.0%,3%
Nc1cccc2c1C(=O)N(C(=O)c1cccc(S(=O)(=O)N3CCCCCC3)c1)C2=O,1%,2.5%,12%,9%,-2.6%,31%,-16%,-0.1%,10%
c1ccc(Sc2cccc3ccccc23)c(CNC2=NCCN2)c1,-31%,-0.8%,25%,29%,-3.3%,.,-1%,0.5%,12%
CC(C)n1cc(/C=C2/SC(=O)N(CC(=O)Nc3ccc4c(c3)OCO4)C2=O)c2ccccc21,34%,1.5%,21%,14%,1.5%,-14%,-11%,-0.1%,0%
COc1cccc(C(=O)Nc2ccccc2)c1,-36%,-0.9%,3%,0%,5.4%,-21%,-49%,-0.1%,5%
Cc1ccc(S(=O)(=O)NCC(c2ccccc2)N2CCN(c3ccc(F)cc3)CC2)cc1 (configuration not stated),29%,0.6%,-7%,.,9.7%,-15%,-6%,-0.2%,12%
c1ccc2oc(-c3ccc4nc[nH]c4c3)nc2c1,-24%,2.3%,10%,5%,-2.6%,5%,11%,0.9%,14%
O=C(CNS(=O)(=O)c1cccs1)N1CCCC1,-13%,-1.4%,22%,2%,-1.7%,22%,2%,?,6%
Cc1ccccc1C(=O)N1CCC(C(=O)N2CCN(S(=O)(=O)c3ccccc3F)CC2)CC1,-23%,-1.8%,-2%,1%,-1.2%,23%,4%,-0.3%,-8%
COc1cc(=O)[nH]c(SC(C)C(=O)Nc2ccc3ccccc3c2)n1 (configuration not stated),-16%,-0.3%,2%,18%,3.4%,-24%,11%,0.2%,0%
COc1ccc(/C=C/c2onc(C)c2S(=O)(=O)N2CCC(C(=O)N3CCCCCC3)CC2)cc1,-10%,-0.5%,-12%,0%,9.7%,-13%,24%,-0.1%,9%
O=C(CSc1ccc2nnc(CCNC(=O)c3ccccc3)n2n1)NCc1ccccc1,2%,-0.7%,-15%,6%,-7.0%,29%,-14%,0.0%,-4%
CC1CN(C(=O)Nc2ccc3c(c2)OCCO3)CC(C)O1 (configuration not stated),-24%,0.6%,16%,-3%,-2.2%,-2%,7%,-0.3%,9%
CCOC(=O)N1CCC(NC(=O)CC2C(=O)NCCN2Cc2cccc(F)c2F)CC1 (configuration not stated),-2%,2.9%,11%,22%,1.1%,20%,-5%,-0.1%,5%
Clc1ccc(-c2nnc(Sc3nc4ccccc4o3)c3ccccc23)cc1,36%,-0.2%,4%,5%,1.4%,19%,-36%,-0.3%,6%
COC(=O)Nc1nnc(-c2ccccc2Cl)s1,-74%,-1.6%,-3%,-5%,-6.9%,1%,-42%,-0.2%,11%
COc1ccc(C)cc1-n1c(SCC(=O)Nc2cc(C)on2)nc2ccccc2c1=O,-5%,-0.6%,-10%,16%,-5.7%,-5%[20 µM],29%,-0.1%,3%
O=C1C(Nc2ccccc2)=C2CCCC=C2N1c1ccccc1,27%,-3.9%,11%,11%,0.5%,24%,-39%,0.1%,3%
Cc1cccc(-c2nc3ccccc3c(=O)n2NC(=O)c2ccc([N+](=O)[O-])c(C)c2)c1,-7%,1.1%,1%,15%,0.0%,13%,14%,-0.2%,-2%
CC(C)c1ccc(C(=O)NNC(=O)C2CC=CCC2C(=O)O)cc1 (configuration not stated),-42%,-0.1%,0%,14%,2.3%,-25%,-38%,-0.3%,2%
CC(C(=O)O)c1ccc(-c2ccccc2)c(F)c1 (configuration not stated),-22%,1.0%,10%,11%&16%,-2.3%,-22%,6%,0.1%,-1%&-7%
CN1C(=O)C(C)(C)c2cc(S(=O)(=O)N3CCC(C(=O)NCc4ccc(F)cc4)CC3)ccc21,-15%,0.6%,10%,.,-3.0%,-1%[20 µM],18%,0.7%,-3%
O=C(CSc1nc2ccccc2c(=O)[nH]1)c1ccc(O)cc1O,-24%,-0.4%,-5%,9%,4.1%,-51%,48%,0.0%,-1%
CCCCOc1ccc(CN2CCSCC2)cc1,-28%,0.2%,-2%,6%,2.1%,-21%[20 µM],6%,-0.3%,31%
O=C(c1ccco1)N1CCN(C(c2ccccc2Cl)c2nnnn2Cc2cccs2)CC1 (configuration not stated),-3%,2.0%,3%,3%,-5.8%,3%,15%,-0.2%,9%
COc1ccc(OC)c(N(/C(N)=N/c2nc(C)cc(C)n2)S(=O)(=O)c2ccc(NC(C)=O)cc2)c1,-67%,0.4%,0%,-35%,4.1%,-146%,14%,-0.1%,0%
Clc1ccc(Cn2nnc3ccccc32)cc1,-11%,-0.4%,9%,26%,-1.8%,11%,-7%,0.0%,-3%
CC1=CC(C)(C)Nc2ccc(OC(=O)c3ccco3)cc21,99%*,1.6%,6%,29%,.,-35%,30%,-0.3%,26%
Cc1ccc(S(=O)(=O)NCc2ccco2)c(C)c1C,-1%,0.6%,12%,9%,-2.0%,2%,10%,-0.6%,2%
CC1(C)CC(NC(=O)C(C)(C)Oc2ccc(Cl)cc2)CC(C)(C)N1,-3%,1.4%,6%,12%,-0.4%,1%,-20%,-0.1%,5%
O=c1c2ccccc2nc2n1C(CSc1ccc(F)cc1)CS2 (configuration not stated),-28%,0.5%,6%,12%,-0.8%,2%,2%,0.0%,3%
Cc1cccc(NC(=O)NC(C)CCc2ccccc2)c1 (configuration not stated),-16%,-1.2%,8%,1%,-2.3%,14%,10%,0.3%,11%
NC(=O)c1ccsc1NC(=O)COC(=O)c1ccccc1NCc1ccco1,11%,0.5%,-6%,19%,3.9%,-20%,2%,-0.6%,8%
Cc1ccccc1N1C(=O)C(Oc2ccc(Cl)cc2)C1CNCCCOC(C)C (configuration not stated),-12%,-2.9%,27%,8%,4.5%,35%,0%,-0.1%,2%
Cc1cc(=O)n2c3ccccc3n(CC(O)CN3CCCCC3)c2c1C#N (configuration not stated),-16%,-1.4%,14%,6%,2.9%,8%,-4%,-0.1%,1%
CCn1c(SCC(=O)NC2CCCC2)nnc1-c1ccncc1,-25%,0.6%,-13%,5%,1.9%,-15%,13%,-0.1%,6%
O=C(CC1C(=O)NCCN1CC1CCCCC1)NCc1ccccc1Cl (configuration not stated),-45%,1.6%,-17%,23%,.,-51%[20 µM],8%,0.4%,9%
CC(=O)N/C(=C\c1ccc2c(c1)OCO2)C(=O)NC(C(=O)O)c1ccccc1 (configuration not stated),4%,-0.8%,0%,.,7.3%,32%,20%,0.1%,-14%
COCCn1c(SC2CCCCC2=O)nnc1-c1ccncc1 (configuration not stated),5%,-3.0%,-6%,4%,-1.2%,-12%,8%,-0.3%,4%
CCOC(=O)c1ccc(NNC(C)=O)c([N+](=O)[O-])c1,-18%,-0.5%,-6%,0%,.,-4%[20 µM],11%,-0.1%,2%
Cc1nnc(NC(=O)C2c3ccccc3Oc3ccccc32)s1,-12%,-0.7%,-3%,10%,-2.7%,-10%,4%,0.2%,10%
COc1ccccc1N1CCN(C(=O)CSc2nc(-c3ccco3)cc(C(F)(F)F)n2)CC1,12%,12%,-1%,14%,2.4%,-27%,3%,0.2%,8%
C/C(N)=C(/C#N)C(=O)CSc1n[nH]c(-c2ccccc2Br)n1,1%,-1.3%,-15%,7%,9.0%,-48%,-5%,-0.1%,-1%&9%
COc1ccc(OCc2nnc3n2N=C(c2ccc(OC)cc2)CS3)cc1,10%,2.8%,-2%,-7%,8.0%,-5%,22%,-0.1%,1%
COc1ccc(-c2csc3nc(-c4ccc(C)cc4)oc(=O)c23)cc1OC,-38%,-1.4%,-2%,19%,3.8%,18%,11%,0.1%,3%
CC(C)CN(C(=O)COC(=O)c1nc(Cl)ccc1Cl)C1CCS(=O)(=O)C1 (configuration not stated),-23%,-2.3%,1%,7%,-2.9%,2%,9%,-0.3%,-9%
O=C(CSc1nn(-c2ccccc2)c(=S)s1)NC1CCS(=O)(=O)C1 (configuration not stated),-17%,3.6%,9%,14%,-1.8%,10%,0%,-0.2%,9%
Cc1ccc2nc(SCC(=O)c3ccc(Cl)s3)[nH]c2c1,-25%,0.9%,0%,12%,-0.4%,24%,-2%,-0.1%,16%
CC(NC(=O)/C=C/c1ccco1)c1nc2ccccc2n1Cc1ccccc1F (configuration not stated),-11%,16%,-2%,5%,4.4%,12%,8%,0.1%,-6%
Cc1ccc(C(=O)NC(=S)NNC(=O)c2ccccc2[N+](=O)[O-])cc1,-2%,0.5%,-6%,22%,4.2%,17%,19%,-0.2%,7%

# Molecules from the list above with a COOH group:
SMILES,NOD1 NF-kB reporter,HIV fusion peptide,GPR55 LPI antagonism,SV40 large T antigen,KOR beta-arrestin-1,KOR beta-arrestin-2,HEK293 NOD2/NF-kB,GPR55 beta-arrestin,MgcRacGAP inhibition
CC(C)c1ccc(C(=O)NNC(=O)C2CC=CCC2C(=O)O)cc1 (configuration not stated),-42%,-0.1%,0%,14%,2.3%,-25%,-38%,-0.3%,2%
CC(C(=O)O)c1ccc(-c2ccccc2)c(F)c1 (configuration not stated),-22%,1.0%,10%,11%&16%,-2.3%,-22%,6%,0.1%,-1%&-7%
CC(=O)N/C(=C\c1ccc2c(c1)OCO2)C(=O)NC(C(=O)O)c1ccccc1 (configuration not stated),4%,-0.8%,0%,.,7.3%,32%,20%,0.1%,-14%

# Next records follow.
SMILES,NOD1 NF-kB reporter,HIV fusion peptide,GPR55 LPI antagonism,SV40 large T antigen,KOR beta-arrestin-1,KOR beta-arrestin-2,HEK293 NOD2/NF-kB,GPR55 beta-arrestin,MgcRacGAP inhibition
NC(=O)c1c(Nc2nc3c(F)cccc3s2)sc2c1CCCC2,-16%,60%*,5%,21%,-5.9%,20%,1%,-0.5%,22%
COc1ccc(N2C(=O)CSC2c2cccc(OC)c2OC)cc1 (configuration not stated),-19%,-2.1%,4%,8%,2.9%,16%,10%,-0.4%,5%
Cc1cc(C)nc(NS(=O)(=O)c2ccc(N3C(=O)C4CC=C(Cl)CC4C3=O)cc2)n1 (configuration not stated),.,-2.7%,5%,1%,2.7%,-19%,10%,0.5%,9%
CCC1(C)Cc2c(sc3nc(SC)[nH]c(=O)c23)CO1 (configuration not stated),-10%,0.6%,-2%,17%,0.1%,15%,2%,0.5%,13%
CC(C)CC(=O)Nc1ccc(C(=O)COc2ccc(-c3nnco3)cc2)cc1,-27%,95%,-8%,1%,.,-13%,-1%,-0.6%,4%
CSc1nc(C)cc(C)c1C#N,12%,-0.2%,-13%,1%,-1.9%,14%,25%,-0.1%,-7%
COc1ccc(-c2cc(C(=O)N3CCCCCC3)no2)cc1OC,-10%,1.3%,-13%,10%,0.8%,-24%,-11%,0.2%,6%
CC(=O)Oc1ccc(C(=O)Cc2ccc3ccccc3n2)c(O)c1C,-92%,21%,-2%,4%,-1.4%,2%,-57%,-0.2%,0%

# Not all compounds are listed; the hit share may differ from the screen's.
